BB579 growth dn = yeast BB579 growth reduction in restrictive medium | S. cerevisiae BB579 growth, OD615, 48 h | inhibition, % at 10 µM | actives 0.51% (n = 140,000) | AID 804;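 active = inhibition above a set limit, 3 SD over the mean compound inhibition, cut at about 44% in these data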; also: inactives centre near -24
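Test system: Saccharomyces cerevisiae DeaD strain BB579, replicative lifespan model yeast | Buffer or medium: Restrictive CSMM-D medium | Doses: One dose, 10 µM compound with 0.25% DMSO | Incubation: 48 h exposure, 30 °C | Detection: Culture absorbance at 615 nm | Control set: Amphotericin B at 10 µg/mL as positive control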
Yeast lifespan up = yeast lifespan extension; S. cerevisiae growth with nicotinamide, OD615; deaD strain in restrictive glucose medium; inhibition of the nicotinamide effect, % at 10 µM; actives 0.68% (n = 130,000); AID 775;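 active = inhibition above a set limit, placed 3 SD over the median of all compounds, cut at about 26% in these data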;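 also: 0% = nicotinamide-treated wells and 100% = cells grown without nicotinamide; some compounds called inactive have numbers as strong as hits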
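System: DeaD-strain S. cerevisiae / Buffer or medium: CSMM-D, restrictive glucose (dextrose) synthetic minimal medium / Probe or stimulus: nicotinamide, 1.5 mM, co-present with compound / Compound: one concentration, 10 µM, DMSO 0.25% / Incubation: 48 h compound exposure at 30 °C, humidified / Technique: optical density (absorbance) at 615 nm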
E-sel TNF inh = TNF alpha driven E-selectin expression inhibition; HUVEC TNFa-induced E-selectin immunofluorescence, high content; inhibition, % at 2 µM; actives 0.71% (n = 120,000);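 active = inhibition above the batch mean plus 3 SD, and confirmed as a hit on visual image review, cut at about 43% in these data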;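 also: 0% = TNF-stimulated DMSO wells and 100% = unstimulated control wells; not every result past the cut was called active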
Measles CPE = protection of cells from measles virus | protection (pct of control), % at 4 µM | actives 1.5% (n = 140,000) | Measles virus-infected cells, CPE protection, absorbance; in the data active = protection mostly above about 24%, no sharp cut-off; inactive = mostly below about 26%; also: some compounds called inactive have numbers as strong as hits
GALR2 antag = antagonists of human galanin receptor 2 (GALR2). O43603. GALR2-expressing cells, antagonist mode. inhibition, % at 4 µM. actives 0.39% (n = 140,000). AID 828; in the data active = inhibition above about 27%;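 also: cells stimulated with galanin 1-16 at roughly its EC80; 0% = agonist challenge control and 100% = basal control without agonist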
Target sequence (O43603 whole entry, looked up): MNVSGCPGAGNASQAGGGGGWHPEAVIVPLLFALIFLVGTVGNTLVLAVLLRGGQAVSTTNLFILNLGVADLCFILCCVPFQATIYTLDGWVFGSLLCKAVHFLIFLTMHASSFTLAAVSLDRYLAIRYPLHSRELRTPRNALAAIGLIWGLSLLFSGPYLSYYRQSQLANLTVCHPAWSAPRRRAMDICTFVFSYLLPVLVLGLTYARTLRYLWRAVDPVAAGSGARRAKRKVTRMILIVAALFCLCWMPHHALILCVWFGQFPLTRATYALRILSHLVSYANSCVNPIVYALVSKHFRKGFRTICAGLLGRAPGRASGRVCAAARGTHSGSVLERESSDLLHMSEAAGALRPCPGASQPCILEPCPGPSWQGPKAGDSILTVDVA
MRP-1 activ = activates MRP-1; H69AR cells + doxorubicin, viability rescue, CellTiter-Glo; viability increase, % at 10 µM; actives 0.61% (n = 140,000); AID 799;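 active = viability gain under doxorubicin at or above a set limit, the compound median plus 3 SD, cut at about 4.7% in these data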;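 also: MRP-1 overexpressing cells given doxorubicin 25 µM after compound pretreatment; 18-22 h compound pretreatment then 72 h with doxorubicin before readout; 0% = doxorubicin-only wells and 100% = vehicle-treated cells without doxorubicin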
PTEN del growth = PTEN-deleted cell growth suppression | HCT116 PTEN-null viability, CellTiter-Glo, 60 h; active compounds read low | viability, % at 10 µM | actives 1.2% (n = 140,000);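 active = viability at or below a set limit, 4 SD under the median of all tested compounds, cut at about 3.7% in these data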;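 also: PTEN knockout HCT116 line with beta catenin targeted HCT116 as companion control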
NPY Y2 blocker = antagonists of human neuropeptide Y receptor Y2. AID 793. actives 0.99% (n = 140,000). inhibition, % at 2.7 µM. NPY-Y2 expressing cells, antagonist mode. P49146; in the data active = inhibition above about 17%;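 also: 0% = vehicle with agonist challenge and 100% = reference antagonist with challenge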
Target sequence (P49146 whole entry, looked up): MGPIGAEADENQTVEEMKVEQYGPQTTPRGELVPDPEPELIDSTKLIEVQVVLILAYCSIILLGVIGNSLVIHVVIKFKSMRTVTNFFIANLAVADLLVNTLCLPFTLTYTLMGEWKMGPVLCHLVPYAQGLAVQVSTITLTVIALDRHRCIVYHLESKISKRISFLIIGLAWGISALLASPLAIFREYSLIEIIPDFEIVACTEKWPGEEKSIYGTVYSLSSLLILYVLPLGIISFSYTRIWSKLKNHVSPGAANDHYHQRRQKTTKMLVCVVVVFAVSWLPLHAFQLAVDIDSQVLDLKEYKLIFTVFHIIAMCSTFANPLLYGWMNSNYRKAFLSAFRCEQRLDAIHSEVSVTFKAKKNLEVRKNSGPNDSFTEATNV
Phagocyt inh = macrophage phagocytosis inhibition; actives 0.07% (n = 110,000); AID 1029; inhibition, % at 5 µM; J774A.1 macrophage IgG-bead phagocytosis, imaging;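 active = inhibition above the mean of the plate negative controls plus 5 SD, cut at about 13% in these data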;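 also: phagocytic index as fraction of beads internalized from green versus red external bead signal; plate controls were DMSO negative control for no effect and cytochalasin-D positive control for full effect; some results beyond the cut were filed as inactive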
bCat KO growth = beta-catenin-lacking colon tumor cell growth suppression | HCT116 beta-catenin knockout viability, CellTiter-Glo, 60 h; active compounds read low | viability, % at 10 µM | actives 1.5% (n = 140,000);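 active = viability at or under a set limit, the compound median less 4 SD, cut at about 6% in these data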;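 also: 0% = Hyamine 1622 control at 20 µM and 100% = untreated cell control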
An asterisk follows results filed as active; · = not tested or not shown.

SMILES	BB579 growth dn	Yeast lifespan up	E-sel TNF inh	Measles CPE	GALR2 antag	MRP-1 activ	PTEN del growth	NPY Y2 blocker	Phagocyt inh	bCat KO growth
COc1ccc(C)cc1Cn1c(S(C)(=O)=O)nc2ccccc21	-37	-12	30	7	2	-4.8	70	5	0	70
Cc1cc(C)nc(N2CCN(c3nnnn3-c3ccccc3)CC2)n1	-90	-5	-1	11	-3	-1.1	103	1	1	103
CN(C)C(=O)N1CCCC(C(=O)NCCc2ccccc2)C1 (centres undefined)	-21	-3	-9	16	0	0.0	104	3	·	92
CCN1CCN(C(=O)c2ccc(Sc3ccccc3Cl)c([N+](=O)[O-])c2)CC1	-11	3	-3	20	4	-3.2	90	-1	-4	73
O=C(CSCc1ccc(Cl)cc1)NN=C1CCCCCC1	-17	-4	·	11	-8	0.5	102	1	-13	99
Cn1nc(C(=O)Nc2sccc2C(N)=O)ccc1=O	-72	-7	48	11	-5	-0.3	116	1	0	105
Nc1nc(SCC(=O)N2CCCc3ccccc32)[nH]c(=O)c1-c1ccccc1	-16	-8	-28	10	9	-1.3	94	1	-3	94
COCCSc1ccccc1C(=O)Nc1nnc(C)s1	-4	-4	6	0	2	-0.1	102	2	0	98
c1ccc(CSc2ncnc3c2sc2nc(N4CCOCC4)c4c(c23)CCCC4)cc1	-53	-7	·	8	4	3.0	101	-1	·	97
Cc1csc(SCc2ccc(C(=O)O)cc2)n1	-37	7	10	18	0	0.4	92	1	0	80
CCOc1ccccc1Nc1nc2ccccc2[nH]1	-22	-12	38	10	27	-1.0	87	1	0	86
Cc1oc(-c2ccc(Cl)cc2)nc1CN1CCCC(C(=O)N2CCN(C(=O)c3ccco3)CC2)C1 (centres undefined)	-8	-8	·	9	1	-1.9	26	4	0	21
CC(OC(=O)c1cccc(N2C(=O)c3ccccc3C2=O)c1)C(=O)Nc1ccc(N(C)C)cc1 (centres undefined)	-28	2	-8	21	2	0.3	95	1	-4	100
Cc1onc(-c2ccccc2)c1C(=O)N1CCC(C)CC1	15	·	-5	10	14	-2.6	97	5	·	91
c1ccc(-c2nnc(SCc3nc4ccccc4[nH]3)n2Cc2ccco2)cc1	-31	-10	-21	5	17	-0.6	77	4	-2	81
Cc1cc2oc(=O)cc(CSc3nnc(-c4cccs4)o3)c2cc1C(C)C	-19	10	·	15	-12	0.3	64	12	0	67
CC(C)NC(=S)N1CCN(c2ncccn2)CC1	-42	1	-8	8	-1	-0.6	97	6	-1	89
O=C(Cn1c(-c2ccccc2Cl)nc2ccccc21)Nc1cccc(Cl)c1	-25	0	10	5	-15	-2.8	68	5	-10	80
O=C(Nc1ccccc1-c1nnn(CC(=O)N2CCCc3ccccc32)n1)c1ccco1	-6	-17	-10	4	-15	-2.3	80	8	1	80
Cc1ccccc1NC(=S)NCc1ccc2c(c1)cc(C)n2C	-49	5	26	5	6	-4.7	14	2	·	14
O=C(Cc1sc(-c2ccccc2)nc1-c1ccccc1)Nc1ccc(Cl)cc1	-28	-5	-8	0	-3	0.2	33	2	1	30
Cc1ccc(NC(=O)c2ccc(OC(F)(F)F)cc2)cc1S(=O)(=O)N(C)C	-32	-2	-32	10	-1	0.1	15	2	·	11
CCCCC1N2CC3([N+](=O)[O-])CN1CC([N+](=O)[O-])(C2)C3(C)C (centres undefined)	-28	1	0	12	-14	-0.8	90	-2	-2	90
COC(=O)c1cc(C(=O)OCC(=O)NCc2ccc3c(c2)OCO3)cc([N+](=O)[O-])c1	-20	4	-10	5	4	-1.5	95	3	-4	89
CCN(CC)S(=O)(=O)c1cccc(C(=O)Nc2cccc(C)c2)c1	11	-7	-53	6	10	-0.9	48	0	1	33
O=C(Oc1cccc2cccnc12)c1ccco1	-12	·	1	2	7	-8.1	1.8*	4	·	3.0*
CC(=O)C1=C(C)NC(=O)NC1c1ccccc1OCC(=O)NCCc1ccccc1 (centres undefined)	10	-4	18	19	-16	-2.5	87	2	-2	94
Cc1ccc(C(=O)N2CCN(c3ccc([N+](=O)[O-])c(N4CCOCC4)c3)CC2)cc1	-20	-3	-19	2	-10	-2.2	93	-1	-13	81
COc1ccc2nc(NCCO)[nH]c2c1	5	-5	·	3	-8	-0.8	102	-1	-1	97
CSCC[C@H](NC(=O)OC(C)(C)C)c1nnc(SCc2cccc(F)c2)o1	-89	2	-14	17	-4	-0.3	88	3	0	86
CC1CCN(c2ccc([N+](=O)[O-])cn2)CC1	0	-2	-29	1	-6	1.4	100	1	-11	99
CCC(=O)Nc1ccc(Cl)c(NC(=S)NC(=O)c2ccco2)c1	-17	-3	·	9	12	-2.2	99	0	-10	90
O=C(NC12CC3CC(CC(C3)C1)C2)c1cncc(O)c1	-56	-12	-18	12	6	-0.8	107	3	1	99
COCCn1nnnc1C(c1cc2c(C)cc(C)cc2[nH]c1=O)N1CCCCCC1 (centres undefined)	34	-11	·	5	1	-0.7	102	-1	1	91
Cc1ccc(NS(=O)(=O)c2cccc(C(=O)O)c2)cc1S(=O)(=O)N1CCCCC1	-12	0	3	14	5	-1.9	103	1	-7	102
Cc1ccc(S(=O)(=O)NC(N)=NCCc2ccc(Cl)cc2)cc1	2	0	·	11	7	-2.2	87	3	-6	93
Cc1ccc(C(=O)N2NC(c3ccccc3F)C3C(=O)N(c4cccc(C)c4)C(=O)C32)cc1 (centres undefined)	13	1	-6	19	-2	-1.6	90	3	·	90
Cc1ccn(S(=O)(=O)c2ccc(C(C)(C)C)cc2)n1	-14	-9	6	22	0	-1.6	86	1	-1	79
COc1ccc(Cl)cc1NC(=O)CSc1nnc(-c2ccncc2)n1CC1CCCO1 (centres undefined)	-31	2	-32	3	-3	-0.7	99	5	0	93
CCOC(=O)CCc1c(C)n(CC)c2cc(-c3ccccc3OC)nn2c1=O	-29	-6	·	15	4	-2.7	80	1	-1	81
COc1ccc(NC(=O)CCNS(=O)(=O)c2ccc3c(c2)c(=O)n(C)c(=O)n3C)c(OC)c1	-28	3	-10	19	7	-2.3	100	1	-1	85
CS(=O)(=O)N(CC(=O)NCCSCc1c(F)cccc1Cl)c1ccc2c(c1)OCO2	2	-7	-12	4	10	0.1	85	6	3	83
CCOc1ccc2nc(Cl)c(C3CC(c4ccco4)=NN3S(=O)(=O)c3ccccc3)cc2c1 (centres undefined)	-33	2	8	11	-4	2.0	83	7	4	85
Cc1cc(NC(=O)CSc2nnc(-c3cccnc3)n2C2CCCCC2C)no1 (centres undefined)	-27	-4	10	14	-9	-2.1	90	0	0	100
CCOC(=O)c1oc2ccc(OC)cc2c1NC(=O)CN1CCN(C)CC1	-82	-4	-3	2	5	-0.6	116	3	1	101
O=C(NC1CCCCCCC1)c1ccc(S(=O)(=O)N2CCCC2)cc1	-7	-12	-14	0	-1	1.1	100	3	-2	103
CN1CCN(CC(O)COc2ccc(OCC(O)CN3CCN(C)CC3)cc2)CC1 (centres undefined)	-30	·	0	21	3	-0.6	100	0	·	100
CCCc1cc(=O)n2[nH]c(-c3ccco3)nc2n1	-35	-10	9	4	-8	-0.1	99	1	-1	101
CC1CCN(S(=O)(=O)c2cccc(C(=O)NCc3ccco3)c2)CC1	-14	·	13	2	-10	1.2	105	5	·	95
CCn1c(SCC(=O)Nc2nc3ccccc3s2)nnc1-c1ccc(Br)cc1	-82	-5	20	24	-13	-0.8	90	8	·	94
The list continues:
SMILES	BB579 growth dn	Yeast lifespan up	E-sel TNF inh	Measles CPE	GALR2 antag	MRP-1 activ	PTEN del growth	NPY Y2 blocker	Phagocyt inh	bCat KO growth
O=C(NNS(=O)(=O)c1ccc([N+](=O)[O-])cc1)c1cnn(-c2ccccc2)c1-n1cccc1	5	-1	25	9	-5	-1.7	88	2	·	95
CC1CN(C(=O)c2ccncc2)CC(C)O1 (centres undefined)	-5	-1	-28	3	9	-0.7	95	3	2	96
COc1ccc(CN2CCCC2C(=O)Nc2ccc(OC)c(OC)c2)cc1OC (centres undefined)	-37	1	·	26	-18	-1.8	96	3	-1	93
NC(=O)C1CCN(C(=O)CCCCCn2c(=O)[nH]c3ccsc3c2=O)CC1	8	·	-7	7	-3	-1.8	105	1	·	103
Cc1ccccc1NC(=O)/C=C/c1cccc(C(F)(F)F)c1	-30	-21	49	24	-4	0.9	88	5	-1	88
Cc1ccc(C(=O)NNC(=O)C2CCN(Cc3ccc(Cl)c(Cl)c3)CC2)cc1	-22	10	6	17	-2	0.5	95	6	-1	84
O=C1NC(c2cn(-c3ccccc3)nc2-c2cccs2)C(C(=O)c2cccnc2)C(O)(C(F)(F)F)N1 (centres undefined)	-9	-6	-24	5	-5	-0.4	83	3	0	105
c1cn2cc(-c3ccc4c(c3)OCO4)nc2s1	40	-13	·	11	-12	-1.7	100	1	-2	92
Cc1c(-c2cccs2)[n+](=O)c2c(n1[O-])CCCCC2	-13	-16	·	12	4	-1.6	104	1	0	96
CCOc1ccccc1NC(=O)N1CCC(n2nnc3cc(C)ccc32)CC1	-21	-11	-6	22	-1	-1.6	103	1	-1	100
CCc1ccc(N2C(=O)CN(Cc3cc(OC)c(OC)c(OC)c3)C2=S)cc1	-29	1	·	3	9	-0.9	90	-3	-11	91
Cn1c(=O)cc(OCCCC(=O)NCCCN2CCN(Cc3ccccc3)CC2)c2ccccc21	-33	6	-24	8	11	-3.7	74	3	0	66
COc1ccc(-c2cc(C(F)(F)F)nc(S(=O)(=O)CCC(=O)N3CCOCC3)n2)cc1	-62	-13	12	13	9	-2.4	105	6	0	100
O=C(CN(Cc1ccc(F)cc1)S(=O)(=O)c1ccc(S(=O)(=O)N2CCOCC2)cc1)Nc1ccccc1	-26	1	·	3	4	-4.6	49	2	-11	65
COc1cc(C(=O)NCCCN2CCCC2=O)cc(OC)c1OC	-16	-7	-11	1	-10	-0.2	95	3	-1	96
CCCCn1c(=O)nc2n(-c3ccc(C)cc3)c3ccccc3cc-2c1=O	-13	2	·	7	11	-1.9	81	2	·	88
O=C(Cc1ccccc1)Nc1nc(=O)c2ccccc2s1	-9	-9	-10	25	11	-0.8	90	3	-2	84
CCOC(=O)c1sc2nc(SCC#N)n(CCCN3CCCC3=O)c(=O)c2c1C	-27	-24	-6	5	-5	-5.9	78	-3	1	69
CCSc1n[nH]c(=O)[nH]c1=O	-19	-14	-18	0	9	0.5	92	0	0	100

Ordered by formula weight (falling): some entries from above
SMILES	BB579 growth dn	Yeast lifespan up	E-sel TNF inh	Measles CPE	GALR2 antag	MRP-1 activ	PTEN del growth	NPY Y2 blocker	Phagocyt inh	bCat KO growth
CCOC(=O)c1sc2nc(SCC#N)n(CCCN3CCCC3=O)c(=O)c2c1C	-27	-24	-6	5	-5	-5.9	78	-3	1	69
CCCCn1c(=O)nc2n(-c3ccc(C)cc3)c3ccccc3cc-2c1=O	-13	2	·	7	11	-1.9	81	2	·	88
O=C(Cc1ccccc1)Nc1nc(=O)c2ccccc2s1	-9	-9	-10	25	11	-0.8	90	3	-2	84
